From PubChem BioAssay
ERp5 inh = ERp5 (human) disulfide isomerase inhibition; Q15084; ERp5 insulin aggregation, absorbance 650 nm, 90 min; inhibition, % at 9.99 µM; 350,000 compounds, 0.05% hits; AID 651711;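 active means mean replicate inhibition above about 25%, with every replicate also reaching it, limit read from the data, passing the limit was not always enough; inconclusive means only one of those two criteria met; inactive means neither criterion met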
Target sequence (Q15084 whole entry, looked up): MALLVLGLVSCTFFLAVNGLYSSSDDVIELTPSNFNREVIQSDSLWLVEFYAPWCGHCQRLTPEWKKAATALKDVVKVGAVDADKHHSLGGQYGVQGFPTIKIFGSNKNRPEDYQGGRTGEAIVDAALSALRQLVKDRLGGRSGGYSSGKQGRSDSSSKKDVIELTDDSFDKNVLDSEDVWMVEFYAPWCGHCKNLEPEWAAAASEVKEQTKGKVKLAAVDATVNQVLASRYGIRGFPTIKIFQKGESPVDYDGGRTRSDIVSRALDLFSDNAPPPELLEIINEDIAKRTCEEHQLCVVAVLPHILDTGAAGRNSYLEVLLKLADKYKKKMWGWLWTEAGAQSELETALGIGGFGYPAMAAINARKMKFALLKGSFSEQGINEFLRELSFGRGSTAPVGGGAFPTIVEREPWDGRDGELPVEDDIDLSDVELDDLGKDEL
miR-122 sensor = miR-122 inhibition in Huh7 cells; activation (reporter increase), % at 12.5 µM; Huh7 miR-122 Renilla luciferase sensor, 48 h; neutral wells = 0, positive control = 100; 340,000 compounds, 0.3% hits; AID 602342;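 active means mean replicate activation score at least 90 and every replicate individually at or above 90; inconclusive means only one of the two criteria met; inactive means neither criterion met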;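 further: higher luciferase means less miR-122 activity so hits act as miR-122 inhibitors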
ERAP1 HTS inh = inhibitors of human ERAP1 aminopeptidase; Q9NZ08; recombinant ERAP1, Leu-AMC fluorescence, 60 min; inhibition, % at 10.7 µM; 340,000 compounds, 0.15% hits; AID 652197;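 active means mean replicate inhibition of at least 30%, or all replicates individually reaching that 30% level; inactive means mean below 30% and not every replicate reaching it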;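 further: 0% = neutral control wells and 100% = L-leucinethiol positive control wells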
F508del corr = CFTR F508del correction in bronchial cells. activity (quench increase), % at 7.58 µM. AID 720511. 350,000 compounds, 0.36% hits. CFBE cells, YFP halide quenching; stimulated with forskolin plus potentiator P3; % fluorescence drop versus neutral controls;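 active means mean added fluorescence quench of at least 8% versus neutral control, with both replicates also reaching 8%; inconclusive means only one of the mean or replicate conditions met; inactive means mean below 8% and not both replicates reaching 8%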;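 further: cells transiently co-express mutant CFTR-F508del with the halide-sensitive YFP; corrector assay measuring rescue of mutant channel to the surface after 24 h compound exposure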
CASP6 VEID inh = caspase-6 (human) enzyme inhibition | AID 686996 | inhibition, % at 12.5 µM | P55212 | purified caspase-6, Z-VEID-R110 cleavage fluorescence | 350,000 compounds, 0.53% hits;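 active means mean inhibition across replicates at least about 35%, with every replicate also reaching that limit, limit read from the data; inconclusive means only one of the two criteria met; inactive means neither criterion met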;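 further: 0% = median of neutral control wells and 100% = no fluorescence left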
Target sequence (P55212 24-179 limits assumed): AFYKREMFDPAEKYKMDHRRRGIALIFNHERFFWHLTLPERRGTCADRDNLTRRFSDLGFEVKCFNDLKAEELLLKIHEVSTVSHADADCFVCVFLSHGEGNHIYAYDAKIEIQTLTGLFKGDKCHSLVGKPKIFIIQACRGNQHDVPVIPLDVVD
Target sequence (P55212 194-293 limits assumed): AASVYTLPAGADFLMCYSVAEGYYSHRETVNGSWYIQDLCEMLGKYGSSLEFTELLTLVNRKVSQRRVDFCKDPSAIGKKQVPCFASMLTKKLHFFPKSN
SIRT5 inh = sirtuin-5 (human) deacylase inhibition | Q9NXA8 | Purified SirT5, succinyl-peptide AMC, trypsin-coupled fluorescence | inhibition, % at 15 µM | 330,000 compounds, 1.1% hits | AID 652115; in the data active means inhibition above about 15%; inconclusive means no clear call, values can overlap the other calls
Target sequence (Q9NXA8 whole entry, looked up): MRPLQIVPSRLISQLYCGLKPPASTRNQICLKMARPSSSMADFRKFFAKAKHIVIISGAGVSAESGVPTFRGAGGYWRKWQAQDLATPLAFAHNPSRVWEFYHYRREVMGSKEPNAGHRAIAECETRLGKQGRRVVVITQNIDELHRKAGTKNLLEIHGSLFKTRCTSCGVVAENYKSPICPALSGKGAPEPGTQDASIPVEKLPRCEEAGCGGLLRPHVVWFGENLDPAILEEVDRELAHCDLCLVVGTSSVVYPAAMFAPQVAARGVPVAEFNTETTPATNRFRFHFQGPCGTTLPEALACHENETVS
DENV2 CPE = protects cells from dengue virus 2 cytopathic effect. 350,000 compounds, 1.7% hits. DENV2-infected cells, cytopathic effect rescue, plate reader. CPE inhibition, % at 9.99 µM; in the data active means CPE inhibition above about 20%, passing the limit was not always enough; inconclusive means no clear call, values can overlap the other calls; tested in BHK-21 cells;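 further: 0% = median of neutral control wells and 100% = median of positive control wells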
An asterisk follows results filed as active; ? = inconclusive; nt = no result given; & = joins results of further samples; [ ] = remark or other dose.

SMILES	ERp5 inh	miR-122 sensor	ERAP1 HTS inh	F508del corr	CASP6 VEID inh	SIRT5 inh	DENV2 CPE
COc1ccc(CN2C(=O)C(CC(=O)NCCCCc3ccccc3)CC(C(=O)N(C(C)C)C(C)C)=C2C)cc1 (configuration not stated)	-1	-5	4	4.6	1	3	-3
C[C@H](CO)N1C[C@H](C)[C@H](CN(C)S(=O)(=O)c2cccs2)Oc2ccc(NS(=O)(=O)c3ccc(Cl)cc3)cc2C1=O	-11	-7[16.7 µM]	-2	-0.5	1	-1	-4
Nc1ncnc2c1ncn2[C@@H]1O[C@H](CNS(=O)(=O)c2ccc(-c3ccno3)s2)[C@@H](O)[C@H]1O	1	-8	-6	2.0	3	6	-6
O=C(Cc1ccccc1)NCc1ccncc1	4	nt	6	1.7	3	-4	8
CN(c1ccccc1)S(=O)(=O)c1cc(C(=O)Nc2ccccc2N2CCOCC2)ccc1Cl	3	-4	3	5.9	-2	-2	-2
COc1ccc(NC(=O)c2cc(C3CCCCN3C(=O)CCc3ccccc3)on2)c(C)c1 (configuration not stated)	-4	11	-2	0.9	0	nt	12
C[C@@H]1CN([C@H](C)CO)C(=O)c2cc(NC(=O)NC3CCCCC3)ccc2O[C@H]1CN(C)Cc1ccc(Oc2ccccc2)cc1	3	7[16.7 µM]	5	-2.4	-2	4	?
CNC[C@@H]1Oc2c(NC(=O)NC(C)C)cccc2C(=O)N([C@@H](C)CO)C[C@@H]1C	7	-2[16.7 µM]	0	-0.9	3	-2	-4
O=C1CC(c2ccccc2F)c2c(c3ccccc3[nH]c2=O)O1 (configuration not stated)	1	1	-3	0.4	0	0	-4
C[C@H]1CN([C@@H](C)CO)C(=O)c2cccc(NC(=O)NC3CCCCC3)c2O[C@@H]1CN(C)Cc1ccc(C(F)(F)F)cc1	-2	121*[16.7 µM]	0	2.1	-1	4	?
COCCCNC(=S)Nc1ccc(S(=O)(=O)Nc2cc(OC)nc(OC)n2)cc1	7	-2	1	1.5	4	1	12
O=C(CCC(=O)NNc1nc2ccccc2c2nc(-c3ccccc3)nn12)NCCCN1CCCC1=O	1	-2	9	-1.3	0	-1	-3
O=C(NNC(=O)c1cccs1)c1cccc(F)c1	0	2	-2	-2.2	-5	-5	-3
Cc1noc(C)c1NC(=O)Nc1ccc2c(c1)C(=O)N([C@@H](C)CO)C[C@@H](C)[C@H](CN(C)S(=O)(=O)c1ccc(F)cc1)O2	11	0[16.7 µM]	7	0.3	1	6	?
Cc1cc(C)n(-c2ccc(Cl)c(C(=O)O)c2)n1	2	1	-7	nt	1	-1	2
Cc1cc(NC(=O)C(C)Sc2nc(-c3cccs3)nc3ccccc23)no1 (configuration not stated)	2	8	3	2.0	6	-3	1
Cc1noc(C)c1NC(=O)N(C)C[C@@H]1Oc2c(NC(=O)c3ccc(-c4nccs4)cc3)cccc2C(=O)N([C@H](C)CO)C[C@H]1C	-6	-5[16.7 µM]	0	1.7	-2	8	3
CCCCn1c(=S)[nH]c2cc(S(=O)(=O)N3CCOCC3)ccc21	2	9	-3	3.3	2	0	13
CC(C(=O)Nc1ccccc1F)N1CCN(S(=O)(=O)c2ccc(C(F)(F)F)cc2)CC1 (configuration not stated)	-30	9	-2	0.8	1	-3	-7
O=c1[nH]c2ccc(Cl)cc2c(-c2ccccc2)c1N1CCN(c2ccccn2)CC1	-1	-3	-5	0.9	-2	-2	0
O=C(CC1C(=O)NC2CCCCC2N1C(=O)c1ccc([N+](=O)[O-])cc1)Nc1ccccc1 (configuration not stated)	1	-4	-5	0.1	2	0	-12
CS(=O)(=O)N1CCC(C(=O)NCc2ccc(F)cc2Cl)CC1	1	1	2	1.3	2	-1	-6
COc1ccc(S(=O)(=O)n2nc(OC(C)=O)cc2N)cc1	3	nt	3	-1.7	-2	nt	2
C[C@@H]1CN([C@@H](C)CO)S(=O)(=O)c2ccc(C#Cc3ccncc3)cc2O[C@@H]1CN(C)C(=O)C1CCOCC1	6	-33[16.7 µM]	1	0.2	3	2	?
COc1ccc(C#Cc2ccc([C@@H]3[C@@H](CO)N4CCCCN(C(=O)Nc5cccc(F)c5)C[C@@H]34)cc2)cc1	-2	-8[16.7 µM]	-1	1.0	-1	5	-22
O=C(Nc1ccc2c(c1)OCCO2)C(c1cc2ccccc2o1)N1CCC(Cc2ccccc2)CC1 (configuration not stated)	-5	59	3	-1.7	0	-3	-6
Cc1cc(C)c2cc(CN(CCCO)S(=O)(=O)c3ccccc3F)c(=O)[nH]c2c1	3	nt	2	-0.7	-2	1	-7
C[C@H](CO)N1C[C@H](C)[C@H](CN(C)Cc2ccccc2)OCCCC[C@H](C)Oc2ccc(NC(=O)C3CCCCC3)cc2C1=O	-1	24[16.7 µM]	-2	-2.6	-2	2	-3
COc1cc(/C=C2\C(=N)N3N=C(S(C)(=O)=O)SC3=NC2=O)ccc1OC(=O)c1cccs1	4	nt	8	1.6	43*	4	2
Cc1ccc(NC(=S)NCCc2ccc(Cl)cc2)c(C)c1	3	0	-1	2.4	-2	0	2
CC(OC(=O)c1ccccc1NCCO)C(=O)NCC(=O)Nc1ccc(F)c(F)c1F (configuration not stated)	4	3	-2	-1.2	2	-10	-5
COc1ccc(CNS(=O)(=O)CCNCc2ccccc2OC)cc1	1	-5	12	-5.0	0	1	9
COc1cc(N(CCCn2cnc3c(SC)ncnc32)CCCn2cnc3c(SC)ncnc32)cc(OC)c1OC	2	-1	nt	-4.8	-2	0	0
O[C@@H]([C@H](O)[C@H](O)CBr)[C@H](O)CBr	2	-1	1	-3.5	-3	0	-11
C[C@@H]1CN([C@H](C)CO)C(=O)Cc2cc(NC(=O)Nc3ccc(C(F)(F)F)cc3)ccc2O[C@@H]1CN(C)S(=O)(=O)c1ccc(Cl)cc1	3	11[16.7 µM]	-1	-1.1	1	5	1
Cc1ccc(CNC(=O)CN2C(=O)COc3ccc(S(=O)(=O)N4CCC(C)CC4)cc32)o1	2	-6	-1	1.6	2	4	8
COCc1cn(CC[C@H]2CC[C@@H](NC(=O)Cc3cccnc3)[C@H](CO)O2)nn1	7	nt	nt	0.4	nt	-1	-5
CC1(C)CC(=O)c2sc(NC(=O)C3COc4ccccc4O3)nc2C1 (configuration not stated)	1	0	4	-3.5	0	5	-3
O=C(C[C@@H]1CC[C@H]2[C@@H](COC[C@@H](O)CN2Cc2cc(F)cc(F)c2)O1)NC1CCCC1	4	6[16.7 µM]	-2	-1.3	-1	4	-5
C[C@H](CO)N1C[C@H](C)[C@@H](CN(C)C(=O)Nc2ccc(C(F)(F)F)cc2)Oc2ccc(NC(=O)Cc3cn(C)c4ccccc34)cc2CC1=O	-10	-6[16.7 µM]	0	0.2	-9	4	0
Cc1c(NC(=O)/C(C#N)=C/c2cccs2)c(=O)n(-c2ccccc2)n1C	4	0	3	-0.7	1	5	13
COc1ccc(CNC(=O)c2ccccc2NC(=O)C2=C(C)OCCS2)cc1	6	-11	-8	nt	2	-6	3
O=C(Nn1c(-c2ccc(F)cc2)nc2ccccc2c1=O)c1cccnc1	0	nt	-1	2.0	4	-3	1
O=C(COC(=O)C1=COCCO1)Nc1cc(S(=O)(=O)N2CCCCC2)ccc1Cl	1	9	2	1.2	-3	-2	-2
O=C(NCc1ccc(F)cc1)N1CCN(S(=O)(=O)c2ccccc2F)CC1	1	-3	-4	-0.5	-2	0	8
C[C@H]1CN([C@@H](C)CO)C(=O)Cc2cc(NS(=O)(=O)c3ccccc3)ccc2O[C@H]1CN(C)Cc1ccc(C(=O)O)cc1	11	6[16.7 µM]	2	-1.7	1	-5	17
COCCN(C(=O)COC(=O)CCS(=O)(=O)c1ccccc1)c1c(N)n(Cc2ccccc2)c(=O)[nH]c1=O	4	nt	16	0.3	-1	-1	5
Cc1noc(C)c1NC(=O)Nc1ccc2c(c1)C(=O)N([C@H](C)CO)C[C@@H](C)[C@@H](CN(C)Cc1ccccc1)OCCCC[C@@H](C)O2	2	5[16.7 µM]	-1	-0.2	2	2	-1
O=C(CCN1CCCCC1)NCC[C@H]1CC[C@@H](NS(=O)(=O)c2cccc(F)c2)[C@H](CO)O1	-1	nt	-1	1.2	-10	-1	-4
CC1CCCN(S(=O)(=O)c2cc3c4c(c2)C(C)C(=O)N4CCC3)C1 (configuration not stated)	-8	1	-1	0.7	3	-2	-1

Whole records, quoted from the list. Screens in order: ERp5 inh | miR-122 sensor | ERAP1 HTS inh | F508del corr | CASP6 VEID inh | SIRT5 inh | DENV2 CPE
COc1ccc(S(=O)(=O)n2nc(OC(C)=O)cc2N)cc1 reads 3 | nt | 3 | -1.7 | -2 | nt | 2
COCCN(C(=O)COC(=O)CCS(=O)(=O)c1ccccc1)c1c(N)n(Cc2ccccc2)c(=O)[nH]c1=O reads 4 | nt | 16 | 0.3 | -1 | -1 | 5

(further entries)
SMILES	ERp5 inh	miR-122 sensor	ERAP1 HTS inh	F508del corr	CASP6 VEID inh	SIRT5 inh	DENV2 CPE
CCN1[C@@H]2c3ccc(-c4ccncc4)c(=O)n3C[C@@H]2[C@@H](CO)[C@@H]1C(=O)NCc1ccccc1	6	6[16.7 µM]	-3	1.6	5	-1	-7
O=C(Cn1c(=O)cnc2ccccc21)N1CCN(S(=O)(=O)c2ccc(F)cc2)CC1	0	nt	-1	-0.7	4	-2	-2
C[C@@H]1CN([C@@H](C)CO)C(=O)c2cc(NC(=O)CCC(F)(F)F)ccc2O[C@H]1CN(C)Cc1ccc2c(c1)OCO2	2	2[16.7 µM]	-2	0.3	0	5	-6
O=C1CN(C(=O)CSc2nc3ccccc3c(=O)n2CCCN2CCOCC2)c2ccccc2N1	7	nt	nt	0.3	-1	13	1
COc1ccc(CN(C)C[C@@H]2OCCCC[C@H](C)Oc3ccc(NC(=O)Nc4cccc5ccccc45)cc3C(=O)N([C@H](C)CO)C[C@H]2C)cc1	-6	-19[16.7 µM]	-1	0.4	3	-9	-6
COc1ccccc1-c1cnc2c(c1)C(=O)N([C@H](C)CO)C[C@H](C)[C@H](CN(C)Cc1ccccc1)O2	5	1[16.7 µM]	2	-2.3	-4	-3	3
N#CCc1nn2c(-c3ccccc3)ccnc2c1C#N	2	0	-9	2.5	-1	-10	-1
O=C(COC(=O)c1c[nH]c(=O)[nH]c1=O)Nc1ccccc1Br	-1	-4	nt	1.6	-1	-2	1
O=C(CSc1nc(C(F)(F)F)cc(=O)[nH]1)N1CCCC1	-3	nt	-1	-2.7	-2	-2	-3
O=C(NCc1ccccc1)C(c1ccc(F)cc1)N1CCN(c2ccccc2F)CC1 (configuration not stated)	2	nt	nt	3.1	-1	0	-5
CCCN1[C@@H]2c3ccc(-c4ccccc4OC)c(=O)n3C[C@@H]2[C@@H](CO)[C@@H]1C(=O)OC	14	-2[16.7 µM]	0	1.0	-1	2	-4
CC(C)Sc1nc2ccccc2n1CC(=O)O	7	-4	1	0.1	1	1	13
COc1ccc(-c2ccc(SCC(=O)NC3CCCC3)nn2)cc1	0	2	2	0.8	-1	nt	15
Cc1cc([N+](=O)[O-])nn1CC(=O)N1CCCc2ccccc21	-5	-4	0	nt	1	3	7
C[C@H](CO)N1C[C@H](C)[C@H](CN(C)C(=O)c2ccc(N3CCN(C)CC3)cc2)OCc2cnnn2CCCC1=O	16&3	-3	7&-1	1.2&-6.0&-1.7	-8&-1	-1&2	?
N#CCCN(CCCN1CCOCC1)CN1C(=O)c2ccccc2C1=O	3	30	2	-0.1	-16	-2	1
O=C1CCN(C(=O)c2ccccc2)c2ccccc21	0	-5	-1	-3.4	0	-4	13
COc1ccccc1S(=O)(=O)N[C@@H]1CC[C@@H](CC(=O)NCc2cccc(F)c2)O[C@@H]1CO	4	-1[16.7 µM]	2	0.5	1	-2	5
CC(C)(c1ccc(O)cc1)c1ccc(O)c(C(=O)O)c1	-5	nt	1	1.0	1	nt	-6
Cn1cnc2c1c(=O)n(Cc1cccc(F)c1)c(=O)n2C	5	-2	-3	1.2	-1	-7	1
C/C=C/c1ccc([C@@H]2[C@@H](CN(C(=O)COC)C(C)C)N(C(C)=O)[C@H]2CO)cc1	-2	-50[16.7 µM]	nt	3.7	nt	17*	-5
O=C(Cc1cccs1)Nc1cccc(-c2nnc(-c3ccco3)o2)c1	-1	5	-5	-0.6	4	-1	1
